RGS4 pot: RGS4 potentiators or activators, primary screen, cell-based, HEK293 M3R inducible RGS4, calcium flux; AID 463111, 2010; actives 0.92% (n = 310,000); carbachol calcium flux Fluo4; hits give low values; B-score at 10 µM;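 active = B-score of the integrated calcium signal more than 4 SD below the library mean, with starting fluorescence not abnormally high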;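 note: negative B-score means reduced calcium response which marks RGS4 activation or potentiation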
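test system = HEK293 cells with stable M3R and inducible RGS4 | schedule = recording 10 s baseline at 1 Hz, 100 s post-agonist | technique = Fluo4-AM (2 µM) calcium-flux fluorescence, kinetic read | measure = Agonist-evoked peak-minus-minimum fluorescence over baseline, integrated ratio, B score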
ANO1 block: TMEM16A chloride channel inhibitors, primary screen, cell-based, HTS. AID 588511, 2011. HEK293 TMEM16A/YFP iodide influx fluorescence, ionomycin. actives 1.2% (n = 310,000). Anoctamin-1 (Mus musculus), Q8BHY3. normalized B-score (activity score, 25-100; higher = stronger inhibition) at 10 µM;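 active = ratio plate-corrected score three or more library SD toward inhibition, starting fluorescence score within five deviations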;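 note: score derived from kinetic fluorescence span divided by baseline fluorescence per well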
hERG protect: hERG rescue from dofetilide block, primary screen, cell-based, CHO-hERG, FluxOR thallium flux, dofetilide IC70. Voltage-gated inwardly rectifying potassium channel KCNH2 (Homo sapiens), Q12809. dofetilide IC70 present. activation (rescue from dofetilide block), less the hit threshold, % at 10 µM. actives 0.51% (n = 310,000). AID 1511, 2009;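 active = activation above the mean of controls blocked by dofetilide plus 5 SD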;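 note: thallium influx through hERG after potassium depolarization seen as dye fluorescence rise; in these data hits start at about 4.7%; inactives centre near -7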
KCNK9 inh: KCNK9 potassium channel inhibitors, primary screen, HEK293 cells, thallium flux | actives 1.2% (n = 310,000) | FluxOR thallium flux fluorescence; hits give low values | B-score at 10 µM | Potassium channel subfamily K member 9 (Homo sapiens), Q9NPC2 | AID 488922, 2010;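 active = ratio B-score over 3 SD below the library mean, with starting fluorescence within 5 SD of its mean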;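 note: negative B-score means less thallium flux so channel inhibition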
ANO1 activ: TMEM16A chloride channel activators or potentiators, primary screen, cell-based, HTS; Anoctamin-1 (Mus musculus), Q8BHY3; HEK293 TMEM16A/YFP-H148Q/I152L, iodide quench fluorescence; hits give low values; B-score at 10 µM; actives 0.3% (n = 340,000); AID 623877, 2012;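 active = fluorescence-ratio B-score plate-corrected deviation score at least 3 library SD below zero, with starting fluorescence score within 5 deviations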;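 note: channel opened by trigger with iodide after compound preincubation; score built on the fluorescence ratio of max minus min over baseline; more negative score means more quench and so TMEM16A activation or potentiation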
HDAC3 inhib: HDAC3 deacetylase inhibitors, primary screen, biochemical, fluorescence, cell-free homogeneous. Histone deacetylase 3 (Homo sapiens), O15379. recombinant HDAC3, fluorogenic peptide/trypsin coupled. inhibition, % at 8.3 µM. actives 0.15% (n = 320,000). AID 2718, 2010; in the data active = inhibition above about 26%, passing the limit was not always enough; inconclusive = no clear call, values can overlap the other calls
KCNQ1 block: inhibitors of human KCNQ1 channel, primary screen, cell-based, thallium flux, high-throughput. CHO-K1 KCNQ1, FluxOR thallium flux fluorescence; hits give high values. Potassium voltage-gated channel subfamily KQT member 1 (Homo sapiens), P51787. actives 1.3% (n = 310,000). B-score at 10 µM;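 active = compounds whose thallium flux B-score, printed positive for inhibition, exceeds three library SD while starting fluorescence stays within three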;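 note: channel opened by potassium depolarization with thallium stimulus after 20 min compound exposure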
Target sequence (P51787 whole entry, looked up): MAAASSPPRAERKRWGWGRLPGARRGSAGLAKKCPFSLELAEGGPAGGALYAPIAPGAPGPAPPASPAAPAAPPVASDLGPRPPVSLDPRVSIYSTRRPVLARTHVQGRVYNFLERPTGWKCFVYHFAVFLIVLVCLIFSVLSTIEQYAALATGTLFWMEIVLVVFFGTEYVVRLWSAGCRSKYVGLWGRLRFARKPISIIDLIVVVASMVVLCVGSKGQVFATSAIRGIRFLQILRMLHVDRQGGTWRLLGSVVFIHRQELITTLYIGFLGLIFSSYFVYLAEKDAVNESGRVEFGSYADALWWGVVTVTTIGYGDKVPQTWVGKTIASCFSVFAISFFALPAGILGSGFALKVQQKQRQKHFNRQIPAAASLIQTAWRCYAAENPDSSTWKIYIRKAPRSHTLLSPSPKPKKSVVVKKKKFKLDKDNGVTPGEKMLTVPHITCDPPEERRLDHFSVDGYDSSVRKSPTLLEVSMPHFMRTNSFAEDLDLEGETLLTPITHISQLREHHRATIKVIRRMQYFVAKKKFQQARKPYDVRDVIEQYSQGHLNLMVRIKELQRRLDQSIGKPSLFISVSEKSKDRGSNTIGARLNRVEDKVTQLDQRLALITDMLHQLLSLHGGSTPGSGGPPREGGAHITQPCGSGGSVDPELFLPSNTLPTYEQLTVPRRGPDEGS
KCNK3 block: human KCNK3 channel inhibitors, primary screen, CHO cells, FluxOR thallium flux, B-score; Potassium channel subfamily K member 3 (Homo sapiens), O14649; FluxOR fluorescence; hits give low values; B-score at 10 µM; actives 0.84% (n = 340,000);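 active = B-score under library mean minus 4 SD, starting fluorescence ratio at most library mean plus 5 SD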;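 note: more negative B-score means stronger inhibition of thallium flux through KCNK3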
Target sequence (O14649 whole entry, looked up): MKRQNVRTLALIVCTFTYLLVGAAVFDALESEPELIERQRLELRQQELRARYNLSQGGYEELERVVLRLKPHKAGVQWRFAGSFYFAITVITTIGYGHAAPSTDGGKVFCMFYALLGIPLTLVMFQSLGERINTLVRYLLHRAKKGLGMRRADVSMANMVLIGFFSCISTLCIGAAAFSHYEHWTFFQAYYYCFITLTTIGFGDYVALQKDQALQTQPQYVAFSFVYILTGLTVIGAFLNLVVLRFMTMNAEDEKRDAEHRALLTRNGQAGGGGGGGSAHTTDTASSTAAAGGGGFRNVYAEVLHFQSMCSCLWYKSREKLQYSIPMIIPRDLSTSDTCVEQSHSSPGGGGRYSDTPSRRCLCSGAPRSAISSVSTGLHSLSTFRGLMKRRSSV
SKKanGAS inh: S. pyogenes SKKanGAS growth inhibitors in kanamycin, primary screen, streptokinase expression inhibitor project, SKKanGAS strain, BacTiter-Glo luminescence. 6 h. inhibition, % at 7.5 µM. actives 1.3% (n = 300,000). AID 1662, 2009;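 active = mean replicate score, as percent of positive control median, at least 50; inconclusive = mean below 50 but one replicate at or above 50; inactive = mean and every replicate below 50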;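 note: strain carries kanamycin resistance gene driven by streptokinase promoter and grows in 40 µg/ml kanamycin; loss of luminescence reflects streptokinase promoter inhibition or plain growth inhibition; 0% = median of DMSO wells and 100% = positive control at its reference dose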
RGS4 block: RGS4 inhibitors, primary screen, cell-based, HEK293 M3R inducible RGS4, calcium flux; AID 463165, 2010; Fluo-4 calcium flux; hits give high values; triggered by carbachol at its EC20; B-score at 10 µM; actives 0.45% (n = 310,000); Regulator of G-protein signaling 4 (Homo sapiens), P49798;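 active = B-score, a plate-corrected calcium signal, over three deviations above library mean, with baseline fluorescence within five deviations of library mean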;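 note: RGS4 expression induced by doxycycline in cells with stable M3 receptor; B-score is computed from the integrated fluorescence ratio over baseline after carbachol; higher B-score means a larger calcium signal and so more RGS4 inhibition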
KCNQ1 act: potentiators or activators of KCNQ1 channel, primary screen, cell-based, thallium flux, high-throughput. CHO-K1 KCNQ1, thallium flux FluxOR fluorescence; hits give high values. B-score at 10 µM. actives 0.35% (n = 310,000). Potassium voltage-gated channel subfamily KQT member 1 (Homo sapiens), P51787;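 active = fluorescence ratio B-score, a plate-corrected score, at least three library SD, with initial intensity B-score within 5 SD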
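Test system: CHO-K1 cells stably expressing KCNQ1 / Medium: assay buffer / Also added: depolarizing K+/Tl+ stimulus, K2SO4 and Tl2SO4 each 12.5 mM in 5x stock / Incubation: 90 min dye loading and 20 min compound exposure, both at room temperature / Signal: thallium influx via FluxOR fluorescence, kinetic imaging / Evaluation: B score of baseline-normalized fluorescence ratio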
* hit, by the source's call; i = inactive; ? = inconclusive; . = not tested or not shown.

SMILES | RGS4 pot | ANO1 block | hERG protect | KCNK9 inh | ANO1 activ | HDAC3 inhib | KCNQ1 block | KCNK3 block | SKKanGAS inh | RGS4 block | KCNQ1 act
CC(C)C[C@H](NC(=O)N1CCn2c1nc1ccccc12)C(=O)N[C@H](Cc1ccccc1)C(=O)O | i | i | -9.4 | i | i | 2.9 | i | i | 3.6 | i | i
COc1cc(CN2CCC(n3nccc3NC(=O)CCCc3ccccc3)CC2)ccc1O | i | i | -6.8 | i | i | -4.6 | i | i | -3.6 | i | i
c1ccc(-c2oc3ncnc(NCCN4CCOCC4)c3c2-c2ccccc2)cc1 | i | i | -21.5 | i | i | -3.9 | i | i | 15.3 | i | i
CN1C(=O)c2ccc(NC(=O)c3cccc(N4C(=O)CCC4=O)c3)cc2C1=O | i | i | -8.3 | i | i | -22.0 | i | i | 3.8 | i | i
O=C(CN1C(=O)C2C3CCC(C3)C2C1=O)NCc1ccco1 (stereo not drawn) | i | i | -3.7 | i | i | -3.1 | i | i | -4.5 | i | i
Cc1cc(O)c(NC(=O)c2ccc(C)c([N+](=O)[O-])c2)cc1C | i | i | -7.5 | i | i | 3.0 | i | i | -5.0 | i | i
COc1ccccc1-n1nnnc1SCC(=O)NC1CCCC1 | i | i | -3.0 | i | i | 0.8 | i | i | -0.9 | i | i
COc1cc(NC(=O)N2CCOCC2)cc(OC)c1 | i | i | -7.1 | i | i | -4.3 | i | i | 0.4 | i | i
N#Cc1cccc(NC(=O)CCC2CCCC2)c1 | i | i | -6.8 | i | i | -1.8 | i | i | 9.1 | i | i
Cc1ccccc1C(=O)O/N=C(\N)Cc1cccs1 | i | i | -5.5 | i | i | 0.5 | i | i | -6.2 | i | i
O=C(c1cccc(-c2nnc(-c3ccccc3)o2)c1)N1CCCCCC1 | i | i | -17.7 | i | i | -8.9 | i | i | -1.2 | i | i
CC(CCc1ccccc1)NC(=O)CSc1nc(N)cc(N)n1 (stereo not drawn) | i | i | -11.2 | i | i | 2.2 | i | i | 0.8 | i | i
O=[N+]([O-])c1cccc(-c2nnc(C3CC3)o2)c1 | i | i | -8.6 | i | i | 6.6 | i | i | -2.7 | i | i
O=C(c1cc2ccccc2o1)c1cccs1 | i | i | 0.3 | i | i | 4.1 | i | i | 7.7 | i | i
Cc1cc(Nc2ccccc2)n(CCO)n1 | i | i | -8.1 | i | i | ? | i | i | -3.7 | i | i
Cc1ccc2[nH]c(C(=O)N3CCCC(Nc4ccc(F)cc4)C3)cc2c1 (stereo not drawn) | i | i | -5.1 | i | i | -1.3 | i | i | 1.2 | i | i
COc1ccc(CC(=O)Nc2nncs2)cc1OC | i | i | -1.6 | i | i | -2.6 | i | i | -10.6 | i | i
COc1ccc(NC(=O)Cn2nnc(C(=O)NCc3ccc4c(c3)OCO4)c2N)c(OC)c1 | i | i | -10.2 | i | i | -4.2 | i | i | -4.5 | i | i
CCc1c(C)nc(SCC(=O)N2CCCCC2)[nH]c1=O | i | i | -3.0 | i | i | 3.9 | i | i | 0.3 | i | i
CN(Cc1ccon1)C(=O)C1CCN(C2CCN(CCCc3ccccc3)CC2)CC1 | i | i | -5.6 | i | i | -1.6 | i | i | 0.9 | i | i
CN(Cc1ccccc1OCCO)CC1CCCN(CCc2ccc(Cl)cc2)C1 (stereo not drawn) | i | i | -11.8 | i | i | -1.9 | i | i | -3.1 | i | i
Cn1nnnc1SCC(=O)c1ccc2c(c1)OCCO2 | i | i | -17.7 | i | i | 2.9 | i | i | 2.9 | i | i
CCCCOc1nc(N)nc(-c2ccccc2)n1 | i | i | -9.9 | i | i | -6.2 | i | i | -4.3 | i | i
CCCCCOC(=O)c1c(N)n(CCOC)c2nc3ccccc3nc12 | i | i | -22.2 | i | i | -5.7 | i | i | 18.5 | i | i
C=CCn1c(=O)c(C(=O)OCC)c(O)c2ccccc21 | i | i | -6.6 | i | i | 5.2 | i | i | -7.5 | i | i
CCC1CCCCN1CCCNC(=O)CC1Oc2ccccc2NC1=O (stereo not drawn) | i | i | -6.2 | i | i | 1.9 | i | i | -4.4 | i | i
C#CCNC(=O)C1=C[C@@H](C)[C@H](CCCO)[C@@H](OCC)O1 | i | i | -3.0 | i | i | -8.2 | i | i | -1.8 | i | i
Cc1cc(OC(C)C(=O)NCC2CCC(C(=O)O)CC2)c2c(C)c(Cc3ccccc3)c(=O)oc2c1 (stereo not drawn) | i | i | -5.4 | i | i | -35.3 | i | i | 25.5 | i | i
O=c1cccccc1NCc1ccccc1 | i | i | -16.0 | i | i | -2.5 | i | i | 1.7 | i | i
CCOC(=O)c1[nH]c(C)c(C(=O)OC(C)C(=O)Nc2ncc(Cl)cc2Cl)c1C (stereo not drawn) | i | i | -4.2 | i | i | -6.4 | i | i | 0.1 | i | i
Cc1cccc(N2CC34C=CC(O3)C(C(=O)O)C4C2=O)c1 (stereo not drawn) | i | i | -1.1 | i | i | 10.7 | i | i | 9.4 | i | i
CCc1ccc(C(=O)CSc2nc3cc(S(=O)(=O)N4CCOCC4)ccc3n2CC)cc1 | i | i | -1.8 | i | i | 6.8 | i | i | 9.4 | i | i
COc1ccc(S(=O)(=O)N2CCOC2CNC(=O)C(=O)NCc2ccccn2)cc1C (stereo not drawn) | i | i | 1.7 | i | i | -0.2 | i | i | -4.2 | i | i
COc1ccc(CCNC(=O)CN(c2cc(OC)ccc2OC)S(=O)(=O)c2ccccc2)cc1 | i | i | -5.6 | i | i | -6.4 | i | i | -1.7 | i | i
O=C(COc1ccc(S(=O)(=O)NC2CCCCC2)cc1)Nc1ccc2c(c1)OCCO2 | i | i | -4.9 | i | i | 4.9 | i | i | -1.4 | i | i
Cc1cccc(C)c1OC(=O)CCN1C(=O)C2C3C=CC(C4CC34)C2C1=O (stereo not drawn) | i | i | -4.8 | i | i | -5.0 | i | i | -0.1 | i | i
COC(=O)[C@H](Cc1ccccc1)NC(=O)NCCc1ccc(OC)cc1 | i | i | -8.6 | i | i | -5.4 | i | i | 1.4 | i | i
COC(=O)CN1C(=O)C2(C(C#N)=C(N)Oc3c2c(C)nn3-c2ccccc2)c2ccccc21 (stereo not drawn) | i | i | 2.0 | i | i | -1.4 | i | i | -8.9 | i | i
Cc1ccc(-c2cccc(C3CC=CC4C3C(=O)N(Cc3ccccc3)C4c3ccc4ccccc4c3)c2)cc1 (stereo not drawn) | i | i | 8.4* | i | i | -0.1 | i | i | 0.1 | i | i
COc1ccc(NS(=O)(=O)c2ccc(N3CCOCC3)c(NC(=O)c3ccco3)c2)cc1 | i | i | -15.8 | i | i | 3.3 | i | i | -4.5 | i | i
Cc1cc(NC(=O)C23CC4CC(CC(C4)C2)C3)n[nH]1 | i | i | -6.5 | i | i | -1.7 | i | i | -0.1 | i | i
C/C(=N/NC(=O)c1sc(NS(=O)(=O)c2ccccc2)nc1C)c1sc(N)nc1C | i | i | 0.1 | i | i | -0.4 | i | i | 11.5 | i | i
Cn1cccc1/C=N/N1CCN(Cc2cccc3ccccc23)CC1 | i | i | -7.0 | i | i | -8.4 | i | i | 1.5 | i | i
Nc1cc(=O)[nH]c(SCc2csc(-c3ccccc3)n2)n1 | i | i | -1.8 | i | i | -0.6 | i | i | -2.9 | i | i
Cc1cc(C)nc(N/N=C/c2c(C)oc3ccccc23)n1 | i | i | -3.0 | i | i | -0.4 | i | i | -16.2 | i | i
CCCC(=O)Nc1ccc2c(c1)nc(CN1CCN(C(=O)OCC)CC1)n2C | i | i | -3.0 | i | . | -0.2 | i | i | -24.0 | i | i
COc1ccccc1NC(=O)C1CCN(S(=O)(=O)c2cccc3nonc23)CC1 | i | i | -9.7 | i | i | 3.0 | i | i | 6.6 | i | i
O=C(NCC(=O)N1CCCCCC1)c1ccc(Cl)cc1 | i | i | -11.4 | i | i | 6.1 | i | i | -2.2 | i | i
Cc1cc(C)c(-n2[nH]nnc2=S)c(C)c1 | i | i | -6.8 | i | i | 0.2 | i | i | 1.2 | i | i
S=C(NCC1CCCO1)n1nnc2ccccc21 (stereo not drawn) | i | i | -10.3 | i | . | -1.1 | i | . | -1.9 | i | i
CCOc1ccc(-c2nn3c(-c4ccccc4)nnc3s2)cc1 | i | i | -10.1 | i | i | 3.5 | i | i | 14.9 | i | i
O=C(NC1CCCCCC1)C1CCCN1S(=O)(=O)c1cccc2cccnc12 (stereo not drawn) | i | i | -1.7 | i | i | 4.9 | i | i | 0.5 | i | i
Cc1sc(NC(=O)c2ccco2)nc1-c1ccc2c(c1)CC(C)N2C(=O)C1CC1 (stereo not drawn) | -7.07* | i | -20.5 | i | i | -6.1 | 6* | -9.43* | 23.9 | i | i
COc1ccc(/C=C2\Oc3cc(OCC(=O)N4CCC(C(=O)O)CC4)ccc3C2=O)c(OC)c1 | i | i | -7.7 | i | i | 15.1 | i | i | 15.1 | i | i
COC(=O)C1NN=C(C(=O)c2ccc(Cl)cc2)C1c1ccc(OC)cc1 (stereo not drawn) | i | i | -5.7 | i | i | 15.6 | i | i | -2.3 | i | i
O=C(Cc1ccc(Cl)cc1Cl)OCC(=O)N1CCCCC1 | i | i | -3.6 | i | i | 5.2 | i | i | -1.6 | i | i
Fc1ccc(/C=N/n2c(COc3ccccc3)n[nH]c2=S)cc1 | i | i | -3.3 | i | i | 2.3 | i | i | 0.9 | i | i

Source: PubChem BioAssay (several laboratories)

No enrichment for hits; overall some 6.3% were active at least once.
